Compound activity from PubChem BioAssay.
Mtb BioA inh: M. tuberculosis BioA enzyme inhibitors, primary screen, biochemical, plate reader, single point, HTS. inhibition, % at 9.99 µM. AID 602481, 2012. purified M. tuberculosis BioA enzyme. 7,8-diaminopelargonic acid synthase BioA (Mycobacterium tuberculosis). 0.096% of 360,000 active; in the data active = inhibition above about 40%
TcdB inh: TcdB glycohydrolase inhibitors, primary screen, biochemical, single point, plate reader. TcdB glycohydrolase enzymatic assay. inhibition, % at 9.99 µM. 0.24% of 350,000 active. AID 652162, 2013; in the data active = inhibition above about 10%
Target sequence (P18177 whole entry, looked up): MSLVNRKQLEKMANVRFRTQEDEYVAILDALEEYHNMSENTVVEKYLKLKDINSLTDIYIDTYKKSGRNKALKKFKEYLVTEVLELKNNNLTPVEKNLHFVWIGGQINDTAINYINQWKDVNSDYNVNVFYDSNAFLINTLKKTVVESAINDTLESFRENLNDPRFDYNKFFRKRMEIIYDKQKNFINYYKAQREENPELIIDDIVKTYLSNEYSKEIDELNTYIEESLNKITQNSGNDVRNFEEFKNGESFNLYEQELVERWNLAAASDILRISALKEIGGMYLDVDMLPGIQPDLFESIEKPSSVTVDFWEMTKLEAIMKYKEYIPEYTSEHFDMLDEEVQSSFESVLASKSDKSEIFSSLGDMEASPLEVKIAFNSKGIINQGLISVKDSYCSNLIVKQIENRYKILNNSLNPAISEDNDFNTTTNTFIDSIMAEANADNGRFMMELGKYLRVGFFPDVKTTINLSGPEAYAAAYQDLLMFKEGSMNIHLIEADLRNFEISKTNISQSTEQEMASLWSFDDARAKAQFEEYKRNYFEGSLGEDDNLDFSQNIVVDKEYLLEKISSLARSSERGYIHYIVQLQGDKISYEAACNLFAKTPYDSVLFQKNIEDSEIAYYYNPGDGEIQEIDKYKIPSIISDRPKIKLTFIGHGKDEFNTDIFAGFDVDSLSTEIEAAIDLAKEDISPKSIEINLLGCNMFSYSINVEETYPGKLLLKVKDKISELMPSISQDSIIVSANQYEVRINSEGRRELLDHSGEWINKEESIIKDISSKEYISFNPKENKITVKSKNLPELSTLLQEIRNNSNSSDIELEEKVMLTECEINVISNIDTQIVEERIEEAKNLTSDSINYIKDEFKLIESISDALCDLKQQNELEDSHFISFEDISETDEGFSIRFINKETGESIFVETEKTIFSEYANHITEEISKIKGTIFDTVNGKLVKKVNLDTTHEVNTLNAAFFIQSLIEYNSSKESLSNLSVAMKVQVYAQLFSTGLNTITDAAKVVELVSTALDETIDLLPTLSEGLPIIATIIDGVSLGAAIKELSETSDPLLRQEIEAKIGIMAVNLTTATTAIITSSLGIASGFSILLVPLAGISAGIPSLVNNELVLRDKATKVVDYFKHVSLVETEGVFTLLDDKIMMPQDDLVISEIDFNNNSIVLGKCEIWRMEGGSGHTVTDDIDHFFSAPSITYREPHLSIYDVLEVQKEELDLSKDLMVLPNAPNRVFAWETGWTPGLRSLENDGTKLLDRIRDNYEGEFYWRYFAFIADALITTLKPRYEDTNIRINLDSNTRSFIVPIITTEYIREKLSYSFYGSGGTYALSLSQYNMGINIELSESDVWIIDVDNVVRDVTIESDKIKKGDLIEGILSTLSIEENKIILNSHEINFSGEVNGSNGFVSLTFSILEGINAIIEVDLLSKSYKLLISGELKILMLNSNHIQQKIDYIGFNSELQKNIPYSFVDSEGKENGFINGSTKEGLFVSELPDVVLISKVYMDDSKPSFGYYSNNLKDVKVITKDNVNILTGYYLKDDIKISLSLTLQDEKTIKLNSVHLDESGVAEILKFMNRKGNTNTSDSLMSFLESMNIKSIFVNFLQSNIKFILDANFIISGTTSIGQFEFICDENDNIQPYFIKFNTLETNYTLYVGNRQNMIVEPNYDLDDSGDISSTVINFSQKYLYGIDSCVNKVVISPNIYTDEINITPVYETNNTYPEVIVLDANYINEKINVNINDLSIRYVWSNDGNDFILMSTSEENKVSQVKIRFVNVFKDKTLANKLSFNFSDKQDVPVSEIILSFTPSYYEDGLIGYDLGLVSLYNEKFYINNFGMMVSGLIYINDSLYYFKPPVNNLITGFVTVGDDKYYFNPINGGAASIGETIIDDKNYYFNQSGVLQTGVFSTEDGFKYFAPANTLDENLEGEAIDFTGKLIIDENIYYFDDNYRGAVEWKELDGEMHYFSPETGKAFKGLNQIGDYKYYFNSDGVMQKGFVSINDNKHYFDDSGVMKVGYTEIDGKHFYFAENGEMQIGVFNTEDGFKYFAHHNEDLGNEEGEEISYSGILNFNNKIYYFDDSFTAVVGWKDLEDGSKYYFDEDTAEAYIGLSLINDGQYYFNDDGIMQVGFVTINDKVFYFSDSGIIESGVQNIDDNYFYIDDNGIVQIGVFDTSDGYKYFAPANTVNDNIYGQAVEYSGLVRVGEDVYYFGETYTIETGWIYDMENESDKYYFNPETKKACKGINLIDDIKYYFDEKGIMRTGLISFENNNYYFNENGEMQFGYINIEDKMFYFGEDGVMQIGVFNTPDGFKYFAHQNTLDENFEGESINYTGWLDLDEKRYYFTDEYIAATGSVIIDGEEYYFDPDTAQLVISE
* marks the source's active call; other numbers are inactive results. Not all compounds are listed; rates above refer to the full screens.

SMILES	Mtb BioA inh	TcdB inh
COc1ccc(NC(=O)Nc2ccc3c(c2)CC(=O)N([C@@H](C)CO)C[C@@H](C)[C@@H](CN(C)C(=O)Nc2ccc4c(c2)OCO4)O3)cc1	1.4	1.2
COc1ccc(S(=O)(=O)N(C)C[C@@H]2OCCCC[C@@H](C)Oc3ccc(NS(=O)(=O)c4cn(C)cn4)cc3C(=O)N([C@@H](C)CO)C[C@@H]2C)cc1	-1.9	-1.0
CO[C@@H]1CN(C)C(=O)c2ccc(NS(C)(=O)=O)cc2OC[C@H](C)N(CC2CCOCC2)C[C@H]1C	-2.0	0.5
Cc1noc(C)c1NC(=O)Nc1ccc2c(c1)C(=O)N([C@H](C)CO)C[C@@H](C)[C@@H](CN(C)C(=O)Nc1ccc(C(F)(F)F)cc1)OCCCC[C@@H](C)O2	-5.1	0.5
CNC[C@@H]1Oc2ccc(NS(=O)(=O)c3cccs3)cc2C(=O)N([C@@H](C)CO)C[C@H]1C	-1.3	1.0
C[C@@H]1CN([C@@H](C)CO)C(=O)c2cc(/C=C/c3ccccc3)cnc2O[C@@H]1CN(C)C(=O)c1cccc(F)c1	-1.8	2.0
COc1cccc(NC(=O)N[C@@H]2CC[C@@H](CC(=O)N3CCOCC3)O[C@H]2CO)c1	3.5	0.1
C[C@H]1CN([C@@H](C)CO)C(=O)CCCn2nncc2CO[C@H]1CN(C)Cc1cccc2c1OCCCO2	1.2	-0.1
C[C@H](CO)N1C[C@H](C)[C@@H](CN(C)C(=O)Nc2ccc(F)cc2)Oc2c(NS(=O)(=O)c3ccc(Cl)cc3)cccc2C1=O	1.0	1.7
CO[C@@H]1CN(C)C(=O)c2ccc(NC(=O)CC(F)(F)F)cc2OC[C@@H](C)N(S(=O)(=O)c2cn(C)cn2)C[C@@H]1C	-1.9	-0.4
Cc1cc(C(=O)Nc2cccc3c2O[C@H](CN(C)Cc2ccc(C(=O)O)cc2)[C@H](C)CN([C@H](C)CO)C3=O)n(C)n1	-3.3	0.2
CN(C)c1ccc2c(c1)[C@@H]1C[C@@H](CC(=O)NCc3ccc(Oc4ccccc4)cc3)O[C@H](CO)[C@@H]1O2	-1.7	-58
Cc1ccccc1CN(C)C[C@H]1OCc2cn(nn2)CCCC(=O)N([C@@H](C)CO)C[C@@H]1C	-1.8	1.4
COc1ccccc1-c1ccc2c(c1)O[C@H](CN(C)C(C)=O)[C@H](C)CN([C@@H](C)CO)S2(=O)=O	4.2	0.1
C[C@H]1CN([C@@H](C)CO)C(=O)c2cc(NC(=O)Nc3cccc4ccccc34)ccc2O[C@@H]1CN(C)C(=O)NC1CCCCC1	-1.6	0.5
C[C@@H]1CCCCO[C@@H](CN(C)C(=O)NC2CCCCC2)[C@@H](C)CN([C@@H](C)CO)C(=O)c2cc(N(C)C)ccc2O1	-1.0	-11
CO[C@H]1CN(C)C(=O)c2ccc(NS(C)(=O)=O)cc2OC[C@H](C)N(C(=O)C2CCOCC2)C[C@H]1C	-2.4	-7.1
CO[C@@H]1CN(C)C(=O)c2cc(NC(=O)NC(C)C)ccc2OC[C@@H](C)N(C)C[C@@H]1C	-1.3	-1.8
CO[C@H]1CN(C)C(=O)c2cc(NS(=O)(=O)c3ccc(C)cc3)ccc2OC[C@H](C)N(Cc2nccs2)C[C@H]1C	-1.3	-0.6
CCCC#Cc1cnc2c(c1)C(=O)N([C@H](C)CO)C[C@H](C)[C@@H](CN(C)Cc1ccc3c(c1)OCO3)O2	1.7	-0.2
C[C@H]1CN([C@@H](C)CO)C(=O)c2cccc(NC(=O)c3ccc(-c4nccs4)cc3)c2O[C@@H]1CN(C)S(C)(=O)=O	4.0	-1.1
COc1ccc(S(=O)(=O)N(C)C[C@@H]2Oc3c(NC(=O)c4cnccn4)cccc3C(=O)N([C@@H](C)CO)C[C@@H]2C)cc1	-1.5	0.3
O=C(O)C[C@H]1CC[C@H](NC(=O)Nc2ccccc2)[C@@H](CO)O1	-4.0	0.5
O=C(NCC(F)(F)F)[C@H]1[C@H](CO)[C@H]2Cn3c(cccc3=O)[C@H]2N1C(=O)c1ccccc1F	-2.4	-3.9
O=C(C[C@H]1CC[C@@H]2[C@H](COC[C@H](O)CN2Cc2cccc(Cl)c2)O1)N1CCCCC1	-0.7	-0.4

11 structures already listed, arranged by formula weight, low to high.
SMILES	Mtb BioA inh	TcdB inh
O=C(O)C[C@H]1CC[C@H](NC(=O)Nc2ccccc2)[C@@H](CO)O1	-4.0	0.5
COc1cccc(NC(=O)N[C@@H]2CC[C@@H](CC(=O)N3CCOCC3)O[C@H]2CO)c1	3.5	0.1
O=C(C[C@H]1CC[C@@H]2[C@H](COC[C@H](O)CN2Cc2cccc(Cl)c2)O1)N1CCCCC1	-0.7	-0.4
CN(C)c1ccc2c(c1)[C@@H]1C[C@@H](CC(=O)NCc3ccc(Oc4ccccc4)cc3)O[C@H](CO)[C@@H]1O2	-1.7	-58
CO[C@@H]1CN(C)C(=O)c2ccc(NS(C)(=O)=O)cc2OC[C@H](C)N(CC2CCOCC2)C[C@H]1C	-2.0	0.5
C[C@@H]1CN([C@@H](C)CO)C(=O)c2cc(/C=C/c3ccccc3)cnc2O[C@@H]1CN(C)C(=O)c1cccc(F)c1	-1.8	2.0
Cc1cc(C(=O)Nc2cccc3c2O[C@H](CN(C)Cc2ccc(C(=O)O)cc2)[C@H](C)CN([C@H](C)CO)C3=O)n(C)n1	-3.3	0.2
CO[C@H]1CN(C)C(=O)c2cc(NS(=O)(=O)c3ccc(C)cc3)ccc2OC[C@H](C)N(Cc2nccs2)C[C@H]1C	-1.3	-0.6
CO[C@@H]1CN(C)C(=O)c2ccc(NC(=O)CC(F)(F)F)cc2OC[C@@H](C)N(S(=O)(=O)c2cn(C)cn2)C[C@@H]1C	-1.9	-0.4
C[C@H](CO)N1C[C@H](C)[C@@H](CN(C)C(=O)Nc2ccc(F)cc2)Oc2c(NS(=O)(=O)c3ccc(Cl)cc3)cccc2C1=O	1.0	1.7
COc1ccc(S(=O)(=O)N(C)C[C@@H]2OCCCC[C@@H](C)Oc3ccc(NS(=O)(=O)c4cn(C)cn4)cc3C(=O)N([C@@H](C)CO)C[C@@H]2C)cc1	-1.9	-1.0

Other results.
SMILES	Mtb BioA inh	TcdB inh
CC(C)(C)[S@@](=O)N1Cc2cc(C(=O)NCc3ccc4c(c3)OCO4)nc(-c3cccc(-c4ccncc4)c3)c2[C@H]1CCO	2.7	0.6
COc1ccccc1-c1ccc([C@H]2[C@@H](CO)N3CCCCN(S(=O)(=O)c4cn(C)cn4)C[C@H]23)cc1	5.3	-1.0
O=C(Nc1ccc(F)cc1)N1C[C@@H]2[C@H](c3ccccc31)[C@H](CO)N2Cc1cocn1	4.7	0.0
C[C@@H]1CN([C@H](C)CO)C(=O)c2cc(/C=C/c3ccccc3)cnc2O[C@@H]1CN(C)C(=O)Nc1ccc(C(F)(F)F)cc1	-3.6	1.0
COCC#Cc1ccc2c(c1)O[C@H](CN(C)S(=O)(=O)c1cccc(OC)c1)[C@@H](C)CN([C@H](C)CO)S2(=O)=O	-1.1	-0.7
CC=Cc1ccc2n(c1=O)C[C@H]1[C@H](CO)[C@@H](C(=O)NCCc3ccncc3)N(Cc3cncnc3)[C@@H]21 (mixture of isomers)	-2.3	-0.3
C[C@@H]1CCCCO[C@@H](CN(C)C(=O)Nc2ccc(F)cc2)[C@@H](C)CN([C@H](C)CO)C(=O)c2cc(NC(=O)C3CCCCC3)ccc2O1	-2.0	0.9
C[C@@H]1CN([C@H](C)CO)C(=O)Cc2cc(NC(=O)NC3CCCCC3)ccc2O[C@@H]1CN(C)Cc1ccccc1	4.2	-3.8
CCC(=O)N1[C@@H]2c3ccc(-c4cccnc4)c(=O)n3C[C@H]1[C@H](CO)[C@H]2C(=O)NC1CCC1	8.2	0.1
CN1C(=O)c2cc(NC(=O)c3ccc(Cl)cc3)ccc2OC[C@@H]2O[C@@H](CC(=O)NCc3cccc(F)c3)CC[C@@H]21	-1.7	0.4
O=C(NCC[C@@H]1CC[C@@H](NC(=O)C2CCOCC2)[C@@H](CO)O1)c1ccc(F)cc1	-3.1	-17
O=C(Cc1ccccn1)N[C@H]1CC[C@H](CCn2cc(-c3cccnc3)nn2)O[C@@H]1CO	2.5	0.3
C[C@@H]1CN([C@@H](C)CO)C(=O)Cc2cc(NC(=O)c3ccncc3)ccc2O[C@@H]1CN(C)C(=O)Nc1ccc2c(c1)OCO2	-0.6	-0.3
C[C@@H]1CCCCO[C@H](CN(C)Cc2ccncc2)[C@H](C)CN([C@H](C)CO)C(=O)c2cc(NC(=O)Nc3ccc(C(F)(F)F)cc3)ccc2O1	-0.5	-0.2
C[C@@H]1CN([C@H](C)CO)C(=O)c2cccc(NC(=O)Nc3ccc4c(c3)OCO4)c2O[C@H]1CN(C)Cc1ccncc1	-0.8	0.4
CC(C)C#Cc1cnc2c(c1)C(=O)N([C@H](C)CO)C[C@H](C)[C@@H](CN(C)C(=O)c1cnccn1)O2	-1.8	-4.0
CC(C)NC(=O)Nc1ccc2c(c1)C(=O)N([C@H](C)CO)C[C@@H](C)[C@H](CN(C)C(=O)c1ccncc1)OCCCC[C@@H](C)O2	-1.0	0.2
Cc1ccc(S(=O)(=O)N(C)C[C@H]2OCCCC[C@H](C)Oc3ccc(NC(=O)c4ccccc4)cc3C(=O)N([C@@H](C)CO)C[C@H]2C)cc1	-1.2	-0.9
O=C(C[C@H]1CC[C@H](NS(=O)(=O)c2ccccc2)[C@@H](CO)O1)NCc1ccccc1F	-1.7	-1.1
CC(C)NC(=O)N[C@@H]1CC[C@H](CC(=O)NCc2ccc(Oc3ccccc3)cc2)O[C@@H]1CO	-2.7	1.1
Cc1ccc(S(=O)(=O)Nc2cccc3c2O[C@@H](CN(C)S(=O)(=O)c2cn(C)cn2)[C@H](C)CN([C@H](C)CO)C3=O)cc1	0.7	-0.8
Cc1cc(C(=O)Nc2cccc3c2O[C@@H](CN(C)S(=O)(=O)c2ccc(F)cc2)[C@H](C)CN([C@@H](C)CO)C3=O)n(C)n1	0.5	0.7
CNC(=O)C[C@H]1CC[C@H]2[C@H](COc3ccc(NC(=O)Nc4cc(C)cc(C)c4)cc3C(=O)N2C)O1	-0.2	0.1
Cn1cnc(CCNC(=O)C[C@@H]2CC[C@H]3[C@@H](COC[C@H](O)CN3C(=O)Nc3ccc(F)cc3)O2)c1	-0.7	-0.6
O=C(Cc1cccnc1)N1CCCCN2[C@H](CO)[C@H](c3ccc(C#CC4CCCC4)cc3)[C@H]2C1	-1.5	0.5
(listing goes on)
SMILES	Mtb BioA inh	TcdB inh
O=C(C1CCC1)N1CC[C@@H]2[C@@H](CO)Nc3ccc(C#Cc4cccc(F)c4)cc3[C@@H]21	-0.1	-0.1
C[C@H](CO)N1C[C@H](C)[C@@H](CN(C)S(=O)(=O)c2ccc(Cl)cc2)Oc2ccc(NC(=O)Nc3ccc4c(c3)OCO4)cc2C1=O	4.0	1.1
CO[C@@H]1CC[C@@H]2CCOc3c(C#N)cccc3C(=O)N(C)C[C@H](c3ccccc3)CC(=O)N(C)C[C@H]1O2	-2.3	-1.0
CCC(=O)Nc1ccc2c(c1)OC[C@H](C)N(C(=O)c1cnccn1)C[C@@H](C)[C@H](OC)CN(C)C2=O	-2.6	0.1
O=C(C[C@H]1CC[C@@H](NC(=O)c2ccccn2)[C@@H](CO)O1)NCc1cc(F)cc(F)c1	1.8	-2.2
N#C[C@@H]1[C@@H](c2ccc(C#Cc3ccccc3F)cc2)[C@H](CO)N1C(=O)C1CCOCC1	-2.7	-0.1
COCC(=O)NC[C@H]1[C@H](c2ccccc2)[C@H](CO)N1C(C)=O	-0.9	0.0
Cc1ccc(S(=O)(=O)N(C)C[C@H]2Oc3cc(-c4cccc(F)c4)ccc3S(=O)(=O)N([C@H](C)CO)C[C@@H]2C)cc1	-0.3	-2.6
O=C(C[C@@H]1C[C@@H]2c3cc(NC(=O)Nc4ccccc4)ccc3O[C@@H]2[C@@H](CO)O1)NCCN1CCCCC1	0.2	0.1
C[C@H](CO)N1C[C@H](C)[C@@H](CN(C)C(=O)Nc2ccc(F)cc2)Oc2ncc(C#C[C@@H](C)O)cc2C1=O	-1.9	-0.1
C[C@H]1CN([C@@H](C)CO)S(=O)(=O)c2ccc(-c3cncnc3)cc2O[C@H]1CN(C)Cc1ccccc1	-0.3	0.7
CN1C(=O)c2cc(NC(=O)Cc3cccs3)ccc2OC[C@H]2O[C@H](CC(=O)N[C@H]3CCN(Cc4ccccc4)C3)CC[C@@H]21	0.2	-6.0
COc1ccc(S(=O)(=O)Nc2ccc3c(c2)C(=O)N([C@@H](C)CO)C[C@@H](C)[C@H](CN(C)C)OCCCC[C@H](C)O3)cc1	-0.8	0.9
Cc1ccc(S(=O)(=O)N(C)C[C@@H]2OCCCC[C@H](C)Oc3ccc(NC(=O)Nc4c(C)noc4C)cc3C(=O)N([C@H](C)CO)C[C@H]2C)cc1	1.3	-0.1
Cc1ccccc1-c1cnc2c(c1)C(=O)N([C@H](C)CO)C[C@@H](C)[C@@H](CN(C)Cc1ccccc1F)O2	0.0	-0.4
O=C(N[C@H]1CC[C@@H](CCNS(=O)(=O)c2ccc(F)cc2)O[C@H]1CO)C1CC1	-0.1	0.8
CO[C@H]1CN(C)C(=O)c2ccc(NC(=O)c3cnccn3)cc2OC[C@@H](C)N(C(C)=O)C[C@H]1C	0.8	0.2
C[C@@H]1CCCCO[C@@H](CN(C)Cc2ccc(C(F)(F)F)cc2)[C@H](C)CN([C@H](C)CO)C(=O)c2cc(NC(=O)CCC(F)(F)F)ccc2O1	-0.4	0.4
Cc1ccc(S(=O)(=O)N2C[C@H](O)COC[C@H]3O[C@@H](CC(=O)NCc4ccc(Cl)c(Cl)c4)CC[C@@H]32)cc1	-2.0	-0.1
Cc1noc(C)c1NC(=O)Nc1ccc2c(c1)C(=O)N([C@H](C)CO)C[C@@H](C)[C@@H](CN(C)S(=O)(=O)c1ccccc1)OCCCC[C@@H](C)O2	4.2	-0.5
O=C(C[C@H]1C=C[C@H](NC(=O)Nc2cc(F)ccc2F)[C@@H](CO)O1)Nc1ccc(-c2ccccc2)cc1	-2.6	-0.8
Cc1noc(C)c1S(=O)(=O)Nc1cccc2c1O[C@H](CN(C)Cc1ccncc1)[C@H](C)CN([C@H](C)CO)C2=O	-0.9	-1.3
